# PKM2 activator: activators of human pyruvate kinase M2; P14618; purified PKM2, Kinase-Glo ATP luminescence, activation; response scale: 0% is enzyme alone, no compound; Potency, µM (top dose mostly 57.5 µM), for the others: at the highest dose activation, actives largely listed as activators; 260,000 tested, 0.34% active; note: potency is the fitted concentration of half-maximal effect; % is set by controls: 0 for no effect and ±100 for the full control effect; nearly all actives have a fitted effect of over 55% in size
# Target sequence (P14618 whole entry, looked up): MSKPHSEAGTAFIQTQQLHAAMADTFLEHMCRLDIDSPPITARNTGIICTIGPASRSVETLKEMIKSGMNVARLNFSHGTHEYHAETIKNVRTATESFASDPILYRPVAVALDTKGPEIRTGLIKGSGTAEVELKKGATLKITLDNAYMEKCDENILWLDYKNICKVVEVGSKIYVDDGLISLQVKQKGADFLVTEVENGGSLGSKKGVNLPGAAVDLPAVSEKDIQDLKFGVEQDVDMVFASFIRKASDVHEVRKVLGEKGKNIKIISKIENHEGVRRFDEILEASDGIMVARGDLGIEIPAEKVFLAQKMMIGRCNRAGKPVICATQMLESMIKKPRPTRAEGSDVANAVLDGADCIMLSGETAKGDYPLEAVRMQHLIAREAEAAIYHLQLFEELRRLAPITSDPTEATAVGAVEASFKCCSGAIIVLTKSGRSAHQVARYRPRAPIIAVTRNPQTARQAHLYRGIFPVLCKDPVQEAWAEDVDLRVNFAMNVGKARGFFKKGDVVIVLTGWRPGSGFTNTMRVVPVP
#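 Purified hPK-M2 (>95%) run at intermediate activity with 0.1 mM ADP and 0.5 mM PEP in 50 mM imidazole pH 7.2, KCl, MgCl2; 1 h room temperature. ATP formed read by Kinase-Glo luminescence; normalized to uninhibited and no-enzyme controls.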
# FBPA coupling cs: coupling enzyme interference in Giardia aldolase counter-screen; coupling enzyme system counterscreen, AmpLite Red fluorescence; activity change, negative = inhibition, % at 58.2 µM, hits read low; 290,000 tested, 0.67% active; AID 2472; in the data active = activity change below about -30%; note: % is set by controls: 0 for no effect and ±100 for the full control effect
#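 Final compound at 57.5 uM, incubated 10 min at RT with coupling enzyme reagent (glyceraldehyde-3-phosphate), then 20 min with substrate and AmpLite Red detection. Fluorescence read at 525/598 nm; tests interference with the coupling assay, not aldolase inhibition.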
# S-ASM inh: blocks human secretory acid sphingomyelinase. P17405. placental ASM, HMU-PC fluorogenic substrate, 60 min. Potency, µM (series often up to 57.5 µM), for the others: at the top dose activity change, negative = inhibition, most hits filed as inhibitors. 340,000 tested, 0.006% active; note: potency is the fitted concentration of half-maximal effect
#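 Human placenta-derived ASM enzyme was preincubated with compound for 10 minutes at room temperature, then given fluorogenic substrate HMU-PC0 (9 uM final) for 60 minutes at 37 °C; a pH 10 stop preceded fluorescence reading at Ex 386/Em 447 nm.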
# B2AR arrestin: beta2AR (human) beta-arrestin recruitment activity; AID 492947; Potency, µM (top dose mostly 46.1 µM), without a hit: top-dose activation, usual class: activators; 330,000 tested, 0.02% active; P07550; beta-arrestin recruitment to beta2AR, cell-based reporter;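 note: potency is the fitted concentration of half-maximal effect; 0% = DMSO controls and full agonism = EC100 isoproterenol or metaproterenol; nearly all actives have a fitted effect of over 65% in size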
# Target sequence (P07550 whole entry, looked up): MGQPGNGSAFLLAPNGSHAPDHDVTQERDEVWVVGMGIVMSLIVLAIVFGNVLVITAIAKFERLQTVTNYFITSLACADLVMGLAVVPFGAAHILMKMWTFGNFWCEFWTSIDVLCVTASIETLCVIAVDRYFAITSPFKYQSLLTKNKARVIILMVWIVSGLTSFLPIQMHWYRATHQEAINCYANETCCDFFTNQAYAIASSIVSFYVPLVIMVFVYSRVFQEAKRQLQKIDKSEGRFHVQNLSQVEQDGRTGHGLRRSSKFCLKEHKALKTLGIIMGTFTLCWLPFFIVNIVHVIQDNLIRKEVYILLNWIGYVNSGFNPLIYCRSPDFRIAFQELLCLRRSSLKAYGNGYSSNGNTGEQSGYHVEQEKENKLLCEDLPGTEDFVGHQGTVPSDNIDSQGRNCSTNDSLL
# Menin MLL FP TR: menin-MLL binding inhibition, Texas Red mutant peptide. O00255. Menin + Texas Red MLL mutant peptide, fluorescence polarization. Potency, µM (doses to about 61.6 µM), without a hit: top-dose FP activity change, negative = inhibition, usual class: inhibitors. 270,000 tested, 0.23% active; active = well fitted inhibition curve with a large enough effect in the polarisation, with a control signal flat, not every such curve was filed as active; inconclusive = small, poorly fitted or top-dose-only effect, or effect the other way, or a change in a side signal; inactive = no such curve, though single readings can be large or run the other way; the % refers to the polarisation; note: potency is the fitted concentration of half-maximal effect; % of control where 0% means no effect; many of its hits are not listed in these tables
# GALK inhibitor: inhibitors of human galactokinase; P51570; 270,000 tested, 0.007% active; Potency, µM (doses to about 57.5 µM), without a hit: at the highest dose activity change, negative = inhibition, usual class: inhibitors; Purified GALK, Kinase-Glo residual ATP luminescence; note: potency is the fitted concentration of half-maximal effect; % is set by controls: 0 for no effect and ±100 for the full control effect
#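 Quantitative HTS: GALK 5 nM, ATP 35 uM, galactose 100 uM, 1 h room temperature, then luciferase-based ATP detection.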
# TSG101-PTAP inh: blocks PTAP/TSG101 interaction to inhibit HIV-1 budding; Fluorescence polarization, FITC-PTAP peptide / Tsg101 binding; Potency, µM (series often up to 115 µM), for inactives: at the highest dose activity change, negative = inhibition, actives largely listed as inhibitors; Q99816; 340,000 tested, under 10 active; active = well fitted inhibition curve with a large enough effect in the main read-out, with a control signal flat, not every such curve was filed as active; inconclusive = small, poorly fitted or top-dose-only effect, or effect the other way, or a change in a side signal; inactive = no such curve, though single readings can be large or run the other way; note: potency is the fitted concentration of half-maximal effect; % of control where 0% means no effect
#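 Tsg101 binding domain (10 uM final) was mixed with compound and a FITC-labeled PTAP peptide (50 nM final) in HEPES pH 7.5 buffer with NaCl, Tween 20, EDTA and TCEP; fluorescence polarization was read after 20 min at r.t.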
# Integrin act MD: integrin-mediated muscular dystrophy alleviation activation; alpha7betagal myoblasts, beta-gal FDG fluorescence, 48 h; Potency, µM (highest dose often 38.3 µM), without a hit: top-dose activation, most hits filed as activators; 350,000 tested, 0.064% active;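 note: potency is the fitted concentration of half-maximal effect; 100% = response of the positive control SU9516; nearly all actives have a fitted effect of over 60% in size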
#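 Alpha7betagal+/- myoblasts (passage 13) were plated 16-24 hr, then exposed to compounds (1:260 dilution of DMSO stock) for 48 hours at 37C. After MPER lysis, β-galactosidase reporter activity was read as FDG fluorescence (ex 480/em 540) after 30 minutes.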
# Tb PFK inh: inhibitors of T. brucei phosphofructokinase; O15648; T. brucei PFK, ADP-Glo luminescence; Potency, µM (titrated, usually from 57.5 µM), inactives show top-dose activity, negative = inhibition, usual class: inhibitors; 330,000 tested, 0.17% active;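 note: potency is the fitted concentration of half-maximal effect; 0% = uninhibited 1x PFK enzyme wells and -100% = no-enzyme wells; nearly all actives have a fitted effect of over 60% in size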
#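 PFK 1.25 nM, F6P 0.5 mM, ATP 0.1 mM, 0.1 M TEA pH 8.0, 5 mM MgCl2, 0.01% Tween20, 0.1% BSA; 45 min RT. ADP-Glo readout. qHTS titration up to 57 uM; curves fitted, compounds curve-classed.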
# BCR signal inh: chronic active BCR signaling inhibition. ABC-DLBCL IkBa-CBG/CBR reporter, luminescence ratio, 4 h. Potency, µM (highest dose often 46.1 µM), for the others: at the highest dose ratio change, negative = lower green/red ratio, most hits filed as inhibitors. 340,000 tested, 0.05% active. AID 493014; active = well fitted inhibition curve with a large enough effect in the signal ratio, with a control signal flat, not every such curve was filed as active; inconclusive = small, poorly fitted or top-dose-only effect, or effect the other way, or a change in a side signal; the % refers to the signal ratio;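 note: potency is the fitted concentration of half-maximal effect; plate controls were basal doxycycline-induced cells for no effect and cells given 10 µM MG132 for full effect; MG132 reads +100%, hits lower the ratio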
#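 TMD8 human ABC-DLBCL cells with doxycycline-inducible IκBα–green luciferase fusion and unfused red luciferase, in 0.5% FBS medium; compounds up to 46 uM, 4 h at 37C. Green/red luminescence ratio, filter-overlap corrected, fitted to concentration-response curves.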
# Giardia killer: Giardia lamblia killing | activity change, % at 7.66 µM, hits read low | Giardia lamblia trophozoite viability | 340,000 tested, 0.15% active; in the data active = activity change below about -80%; inconclusive = between about -30% and that limit;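 note: parasites exposed to compound for two days anaerobically before the ATP read; % is set by controls: 0 for no effect and ±100 for the full control effect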
#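 Luminescent ATP signal served as the viability read-out, measured 15-30 min after adding ATP detection reagent to trophozoites that had been incubated with compounds for 48 hrs at 37 deg C anaerobically at 100 cells/well.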
# Active calls of the source: *; i = inactive; ? = inconclusive; nt = no result given; & = joins results of further samples; [ ] = another dose, or the depositor's remark. Unless noted, calls come from the whole dose curve; as a rule, active = well fitted curve in the direction sought with a large enough effect; inconclusive = small, poorly fitted or top-dose-only effect, or another doubt; inactive = no such curve, though single readings can be large; an effect the other way counts as inactive or inconclusive.
SMILES,PKM2 activator,FBPA coupling cs,S-ASM inh,B2AR arrestin,Menin MLL FP TR,GALK inhibitor,TSG101-PTAP inh,Integrin act MD,Tb PFK inh,BCR signal inh,Giardia killer
Cc1ccc(-n2nc3c(c2NC(=O)c2cc4ccccc4o2)CS(=O)(=O)C3)cc1,-2%,5,-10%,-0.7%,0%,-3%,0%,5%,4%,-1%,-5
Cc1cccc(/C=N/NC(=O)c2ccc(NC(=O)c3ccccc3C)cc2)n1,7%,0,-5%,-0.1%,7%,16%,0%,-21%,2%,?,9
CCOC(=O)c1c(C)[nH]c(C)c1S(=O)(=O)N1CCC(c2ccccc2)C1 (stereo not given),nt,nt,-4%,0.4%,nt,-3%,-2%,0%,2%,-22%,-9
CCCNC(=O)CN1C(=O)NC2(CCCc3cc(OC)ccc32)C1=O (stereo not given),-3%,1,-1%,0.0%,nt,-3%,-8%,-13%[7.66 µM],1%,-3%,6
O=C(CN1CCCC1)Nc1sc2c(c1C(=O)Nc1ccc(Br)cc1)CCC2,1%,-2,-1%,-3.1%,12%,-5%,-2%,-1%,14%,?,17
COc1ccc(-n2nc3c(=O)[nH][nH]c3cc2=O)cc1,-5%,-2,-10%,-0.3%,?,2%,-5%,25%,1%,4%,-10
CC1CCCC(NC(=O)c2cn(C)c3ccc(S(=O)(=O)N4CCCC4)cc3c2=O)C1C (stereo not given),10%,0,nt,-0.2%,25%,0%,nt,nt,-2%,?,nt
NC(=O)c1ccc(OCC(F)(F)C(F)(F)C(F)(F)C(F)(F)C(F)(F)C(F)F)cc1,0%,-3,-6%,0.2%,7%,-3%,3%,-32%[inhibitor],0%,-9%,-12
COc1ccc2nc(NC(=O)CSc3nc(C)cc(C)n3)sc2c1,0%,1,0%,0.4%,4%,1%,-6%,8%,-5%,-23%,-9
CCN1c2ccccc2S(=O)(=O)c2ccccc21,nt,0,-1%,0.5%,25%,nt,0%,?,1%,1%,-2
O=C(CNS(=O)(=O)c1ccccc1)OCC(=O)c1ccc(Br)cc1,-1%,2,3%,-0.3%,17%,5%,-4%,-24%,0%,1%,-8
COc1ccc(NC(=O)NN2CCN(C)CC2)cc1OC,3%,nt,1%,-0.7%,nt,0%,2%,?,-1%,?,-4
CC(NC(=O)COC(=O)CCN1C(=O)C2CC=CCC2C1=O)c1ccc(Br)cc1 (stereo not given),nt,nt,0%,-0.1%,nt,nt,0%,-27%,1%,0%,-16
CCS(=O)(=O)c1ccc2oc(SCC(=O)c3ccco3)nc2c1,11%,-2,-1%,-0.2%,13%,0%,0%,-9%,0%[0.46 µM],2%,-1
Cc1ccccc1-c1nc(CN2CCCC(C(=O)NCc3cccnc3)C2)c(C)o1 (stereo not given),-7%,0,5%,-0.1%,12%,-1%,-4%,-8%,-1%,5%,6
Clc1ccc(C2=NN(c3ccccc3)C(c3ccco3)C2)cc1 (stereo not given),16%,-2,i,-0.3%,nt,2%,-3%,?,-23%,?,25
Cc1cccc(N2CCN(S(=O)(=O)c3ccc4[nH]c(=O)ccc4c3)CC2)c1C,1%,0,-5%,-0.9%,11%,nt,1%,3%,-2%,3%,-8
CCOC(=O)c1[nH]c(COC(=O)C2CC(=O)N(Cc3ccccc3)C2)c(C(=O)OCC)c1C (stereo not given),0%,-2,-2%,0.5%,-14%,-2%,-1%,18%,5%,-14%,9
COC(=O)c1ccc(NC(=S)NCCC2=CCCCC2)cc1,2%,2,-1%,-0.1%,-8%,-1%,-1%,-46%[inhibitor],7%,?,-21
CCCn1c(COc2ccc(C(=O)O)cc2)nc2ccccc21,1%,17,5%,0.4%,-1%,-6%,-11%,12%,2%,?,-23
Cn1c(=O)cc(OCC(=O)NCc2ccccn2)c2ccccc21,5%,7,5%,-0.1%,nt,0%,-3%,14%,-1%,-20%,23
Cc1c(CN2CCCC(CO)(Cc3cccc(Cl)c3)C2)cnn1C (stereo not given),-12%,0,-3%,0.1%,?,5%,-5%,-4%,-4%,?,5
COc1ccc(OCC(=O)N/N=C/c2ccc(O[C@@H]3O[C@H](CO)[C@@H](O)[C@H](O)[C@H]3O)cc2)cc1,-2%,2,-1%,-0.8%,-6%,-4%,-2%,-10%,1%,2%,0
Cc1ccc(/C=C2\CC(C)CC3=C2NC(=S)NC3c2ccc(C)cc2)cc1 (stereo not given),-5%,-2,-3%,0.3%,nt,-3%,-3%,-25%,4%,-2%,-6
Cc1noc(C)c1COc1ccc(C(=O)OCC(=O)N2CC(=O)Nc3ccccc32)cc1,1%,-2,4%,0.9%,0%,-1%,1%,16%,-1%,?,4
Cc1cc(/C=N/n2cnnc2)c(C)n1-c1ccc(OCc2ccc(Cl)cc2Cl)cc1,-2%,8,?,-0.1%,-8%,1%,-2%,-69%[inhibitor],3%,-15%,-3
CCOC(=O)CNS(=O)(=O)CCN1C(=O)c2ccccc2C1=O,1%,-1,2%,0.2%,0%,0%,-3%,10%,-1%,-11%,-11
Cc1cc2c(cc1S(=O)(=O)N1CCN(c3ccccc3)CC1)OCCN2C,0%,-1,0%,-0.3%,3%,nt,-3%,22%,-8%,-29%,-4
COc1cccc(/C=C/C(=O)Nc2cccc(C(C)=O)c2)c1OC,-1%,-1,-3%,-0.2%,5%,-1%,-1%,-23%,-3%,?,?
O=C(NNS(=O)(=O)c1ccc(Cl)cc1)c1ccc(S(=O)(=O)N2CCCCC2)cc1,2%,0,-1%,-0.7%,10%,0%,-5%,-8%,0%,1%,-4
O=C(COC(=O)c1ccccn1)NCc1cccs1,nt,nt,5%,-0.2%,nt,nt,-18%,-9%,-4%,4%,-8
Cc1ccc(S(=O)(=O)N(CC(=O)Nc2ccccc2C(=O)O)c2ccccc2C)cc1,2%,4,7%,-0.5%,?,8%,-2%,-9%,-2%,7%,11
COC(=O)c1cc(OC)c(OC)cc1NC(=O)c1ccc(OC)c(OC)c1,-3%,-2,53%,-0.9%,-25%,-4%,-3%,3%,0%,?,22
CCN(CC)CCOCCOC(=O)C1(c2ccccc2)CCCC1,nt,1&2&2,-5%,nt,-1%,nt,-6%,nt,nt,nt,3
O=C(Nc1ccc(-n2nncc2-c2ccco2)cc1)c1ccc(F)cc1,1%,1,-4%,0.5%,-16%,-4%,0%,26%,2%,-10%,-3
COCCN(CCOC)S(=O)(=O)c1ccc(C(=O)Nc2ccc(S(=O)(=O)Nc3nccc(C)n3)cc2)cc1,0%,4,0%,-0.1%,12%,-3%,-6%,4%,1%,7%,-27
COc1ccc(NC(=O)N(C)C[C@H]2Oc3ccc(NC(=O)C4CCCCC4)cc3C(=O)N([C@H](C)CO)C[C@@H]2C)cc1,nt,nt,1%,0.2%,nt,nt,-2%,2%,5%,-1%,1
Cc1cc[n+](CC(=O)c2ccc(NC(=O)c3ccccc3)cc2)cc1,0%,-1,0%,-0.2%,-13%,-2%,-6%,?,-7%,1%,7
Cc1ccccc1NC(=O)CSc1ccsc1[N+](=O)[O-],-3%,2,?,-0.1%,18%,1%,-3%,-44%,27µM*,-7%,?
Cc1cc(C)n(-c2ncnc3ccccc23)n1,1%,4,-1%,-0.3%,-2%,3%,1%,8%,-5%,-2%,-14
C=CCN(CC=C)Cc1c(C)[nH]c2ccc(C(=O)OCC)cc2c1=O,-2%,1,4%,-1.7%,?,0%,-9%,0%,3%,-1%,-17
O=C(CCC(=O)N1CCN(Cc2ccc(F)cc2)CC1)Nc1nnc(C2CCCCC2)s1,nt,nt,2%,0.0%,nt,7%,-2%,16%,-2%,?,3
CC(C)c1nc2ccccc2n1CC(O)COC1CCCCC1 (stereo not given),nt,-1,-1%,0.4%,-10%,0%,0%,5%,0%,?,14
CCC(=O)N(CCC(c1ccc(C)cc1)c1ccco1)Cc1ccco1 (stereo not given),13%,-2,-7%,0.3%,nt,-6%,1%,18%,-3%,-5%,1
CC1CCC(NC(=O)C2CCC(CNS(=O)(=O)c3ccccc3)CC2)CC1 (stereo not given),nt,1,-1%,-1.1%,?,nt,-4%,-11%,-3%,0%,1
COc1ccc(-c2csc3ncnc(NCCO)c23)cc1,0%,2,-1%,0.4%,7%,-2%,1%,14%,-1%,-5%,-5
O=Cc1ccc(N2CCCCCC2)cc1,-8%,0,0%,-0.3%,-12%,-3%,-6%,-2%,-2%,?,19

# Some of the compounds tested (hit frequency here may not be typical).
